HIV peptide binding – inhibitors of HIV fusion peptide binding, primary screen, biochemical, uHTS, fluorescence dequenching (AID 1986); cell-free peptide binding, fluorescence dequenching, 30 min; higher % means a stronger effect; actives 0.3% (n = 290,000); inhibition, % at 20 µM, or IC50 in µM where a hit was titrated; in the data active = inhibition mostly above about 52%, no sharp cut-off; inactive = mostly below about 76%; note: some results filed as inactive read as strong as hits
AID2073 – inhibitors of Mint1-CaV2.2 protein interaction, biochemical, HTRF (AID 2073); actives 0.19% (n = 290,000); HTRF protein-protein interaction, Mint1-CaV2.2; higher % means a stronger effect; inhibition, % at 20 µM; hits with a dose series show IC50 in µM; in the data active = inhibition mostly above about 51%, no sharp cut-off; note: some results filed as inactive read as strong as hits
NS5 inhibitors – flavivirus cap methylation enzyme inhibition – biochemical, confirmation dose response, primary screen (AID 588689); Dengue-2 NS5 methyltransferase capping enzyme assay, biochemical; higher % means a stronger effect; one-dose inhibition, % at 25 µM; IC50 in µM for titrated hits; actives 0.3% (n = 340,000); in the data active = a potency from the dose series
RSV CPE inhibition – RSV antiviral activity via CPE protection, HEp-2 cells, primary 10 µM value included (AID 2391); CPE inhibition, % at 10 µM; hits with a dose series show IC50 in µM; HEp-2 cells, RSV-induced CPE inhibition; higher % means a stronger effect; actives 0.13% (n = 310,000); in the data active = a potency from the dose series; note: strong numbers were not always called active
LYP inhibition – PTPN22 lymphoid phosphatase activity blockers – biochemical, fluorescence intensity, uHTS (AID 1779). recombinant LYP phosphatase, fluorescence intensity; higher % means a stronger effect. one-dose inhibition, % at 11.5 µM; IC50 in µM for titrated hits. actives 0.054% (n = 290,000); in the data active = inhibition above about 50%;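 note: plate controls were vehicle with enzyme for no effect and no enzyme for full effect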
Large T inhibition – TAg ATPase/helicase activity blockers – biochemical (AID 1903); SV40 large T antigen ATPase/helicase inhibition assay; higher % means a stronger effect; inhibition, % at 20 µM; hits with a dose series show IC50 in µM; actives 0.39% (n = 310,000); in the data active = a potency from the dose series; note: strong numbers were not always called active
XIAP displacement – XIAP antagonists, biochemical, IAP family, fluorescence polarization (AID 1018) | XIAP BIR domain, fluorescence polarization peptide displacement; higher % means a stronger effect | one-dose displacement, % at 20 µM; IC50 in µM for titrated hits | actives 0.007% (n = 200,000); in the data active = displacement above about 50%; note: a part of the inactive calls stands beside numbers as strong as those of hits
Siah-1 displacement – Siah-1 peptide-binding antagonists, primary screen, biochemical, fluorescence polarization, rhodamine-plectin, uHTS (AID 1817); Siah-1 / rhodamine-plectin peptide fluorescence polarization; higher % means a stronger effect; displacement, % at 20 µM; hits with a dose series show IC50 in µM; actives 0.02% (n = 290,000);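 active = displacement of at least 50% at 20 µM, with a fluorescence ratio check between 0.3 and a set limit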;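 note: plate controls were Siah plus tracer with DMSO for no effect and tracer alone without Siah for full effect; strong numbers were not always called active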
MgcRacGAP inhibition – MgcRacGAP GTPase-activating activity inhibitors, confirmation, biochemical, ADP Hunter fluorescence | actives 0.6% (n = 340,000) | inhibition, % at 30 µM, or IC50 in µM where a hit was titrated | MgcRacGAP-stimulated Rac1 GTP hydrolysis, ADP Hunter fluorescence; higher % means a stronger effect; GST-tagged Rac1 F28L mutant substrate;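 active = first-screen hits whose inhibition reached a set limit at any dose in the follow-up dose series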;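 note: fluorescence reports GDP produced by GAP-driven GTP hydrolysis; strong numbers were not always called active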
NS5 inhibitors pilot replicate – further read-out of NS5 inhibitors, marked with its call; inhibition, %; measured here: pilot screen replicate inhibition
* hit, by the source's call; . = not tested or not shown.

The first two records as a preview:
SMILES | HIV peptide binding | AID2073 | NS5 inhibitors | RSV CPE inhibition | LYP inhibition | Large T inhibition | XIAP displacement | Siah-1 displacement | MgcRacGAP inhibition | others
Cn1nc(CC(=O)Nc2ccc3c(c2)OCCO3)c2ccccc2c1=O | 1.7% | -1% | -10% | 0.9% | -4% | 0% | -2.9% | 2% | 7%
CCOC(=O)C(CC(=O)O)NCc1ccco1 (stereo not drawn) | -0.3% | -1% | -1% | 0.7% | -6% | 7% | . | 3% | 8%

This part in full, previewed entries included:
SMILES | HIV peptide binding | AID2073 | NS5 inhibitors | RSV CPE inhibition | LYP inhibition | Large T inhibition | XIAP displacement | Siah-1 displacement | MgcRacGAP inhibition | others
Cn1nc(CC(=O)Nc2ccc3c(c2)OCCO3)c2ccccc2c1=O | 1.7% | -1% | -10% | 0.9% | -4% | 0% | -2.9% | 2% | 7%
CCOC(=O)C(CC(=O)O)NCc1ccco1 (stereo not drawn) | -0.3% | -1% | -1% | 0.7% | -6% | 7% | . | 3% | 8%
COC(=O)c1ccc(CNCC(O)COc2ccc(-c3ccccc3)cc2)cc1 (stereo not drawn) | -1.7% | 16% | -13% | 1.8% | -4% | 4% | . | -3% | 4%
Cc1cc(CNC(=O)CC2C(=O)NCCN2Cc2ccccc2C(F)(F)F)nn1C (stereo not drawn) | 3.5% | 1% | 5% | -0.4% | -3% | 24% | -7.0% | 3% | 8%
CN1CCN(NC(=O)c2ccc(COc3ccccc3Br)o2)CC1 | -2.7% | -2% | 4% | -0.1% | 1% | 7% | -10% | 0% | 4%
CCOc1ccc(NC(=O)c2cnccn2)cc1 | -2.3% | 6% | -9% | 7.1% | -8% | 6% | -9.5% | 7% | 0%
CCOC(=O)C1CCCN(c2c(NCCN3CCCCC3CC)c(=O)c2=O)C1 (stereo not drawn) | 7.5% | -1% | 0% | 0.7% | -10% | 0% | -3.2% | 4% | 12%
CCS(=O)(=O)NCCCc1ccccc1 | 0.7% | -5% | -2% | 0.6% | -11% | 14% | -5.9% | 6% | 7%
Cc1cc(S(=O)(=O)N(C)CCc2ccccc2)ccc1-n1cnnn1 | 1.7% | 3% | -7% | 2.5% | -8% | 10% | -4.0% | 2% | 6%
COc1ccc(CCNC(=O)CCCn2nc(C)c([N+](=O)[O-])c2C)cc1OC | -1.6% | -5% | 3% | 2.2% | -5% | 7% | -6.3% | 1% | 10%
COc1ccccc1NC(=O)c1cc([N+](=O)[O-])ccc1N1CCOCC1 | -1.1% | -3% | 0% | 3.6% | -4% | 12% | . | 3% | 9%
CCn1cc(CNC(=O)C2CCC(=O)N(Cc3ccccc3F)C2)cn1 (stereo not drawn) | -1.0% | 4% | -14% | 7.8% | -15% | 6% | . | 0% | -3%
OCC[C@H]1C[C@@H](O)[C@H](O)[C@@]2(CCCO2)O1 | . | . | 0% | 0.8% | . | 1% | . | . | 3%
CCCCN(C)C(=O)c1cc2c(Cl)nc3ccccc3c2s1 | -0.1% | -1% | -5% | 1.6% | -2% | 4% | . | 5% | .
O=C(Nc1ccc(Cl)cc1)N1CCC(c2nc(-c3ccccc3Cl)no2)CC1 | 0.7% | 10% | -2% | 15% | 4% | 3% | -6.8% | -4% | 5%
CCC(C)NC(=O)c1ccc2c(SCC(=O)O)c3c(nc2c1)CCCC3 (stereo not drawn) | 2.0% | 3% | -3% | -0.3% | 0% | 6% | -3.2% | 0% | 6%
Cc1cccc(-n2ccc(=O)c(C(=O)Nc3ccc(S(=O)(=O)Nc4nccc(C)n4)cc3)n2)c1 | 2.2% | 9% | 15% | 2.1% | -5% | 8% | . | -5% | 7%
N#Cc1c(Nc2ccccc2)sc(C(=O)c2ccccc2)c1N | 2.5% | -7% | 17% | -1.5% | 0% | -3% | -7.3% | -2% | -11%
COC(=O)c1ccc(C(=O)OC)c(NS(C)(=O)=O)c1 | 0.8% | 0% | 0% | 0.7% | -1% | -7% | . | 4% | 0%
OC(C#CCCN1CCCCC1)(c1ccccc1)C1CCCCC1 (stereo not drawn) | -0.2% | -8% | 7% | -0.8% | -4% | 6% | . | -1% | 7%
O=C(Nc1ccc(F)cc1)C(=O)c1c(O)[nH]c2ccc([N+](=O)[O-])cc12 | 8.6% | 27% | 32% | 1.7% | -1% | 23% | . | -4% | 10%
O=C1Nc2ccccc2C1(O)c1ccccc1O (stereo not drawn) | -0.9% | -6% | 0% | 0.0% | -8% | -9% | . | -6% | 18%
CSCCC(NC(=O)COc1ccccc1)C(=O)OCc1ccc([N+](=O)[O-])cc1 (stereo not drawn) | . | . | -4% | 1.7% | . | 9% | . | . | 6%
C1CCN(c2nc3nonc3nc2N2CCCCC2)CC1 | 4.8% | 2% | -3% | 0.9% | -4% | -1% | -0.9% | 2% | -1%
CCN1C/C(=C/c2sccc2C)c2nc3ccccc3c(C(=O)O)c2C1 | 5.3% | -4% | 24% | 0.8% | -6% | 10% | . | -1% | 8%
Cc1ccc(S(=O)(=O)N(CC(O)CN2C(=O)NC(C)(C)C2=O)c2cccc([N+](=O)[O-])c2)cc1 (stereo not drawn) | -0.3% | 9% | -7% | 2.7% | -9% | -3% | . | -8% | 9%
Cc1cccc(N(Cc2ccccc2)C(=O)c2ccc(F)c(S(=O)(=O)N3CCOCC3)c2)c1 | . | . | -4% | 5.4% | . | 14% | . | . | 3%
COc1ccc(-c2cn3cccnc3n2)cc1Br | 0.6% | 34% | -2% | 2.0% | -32% | 6% | -2.7% | 2% | 8%
O=CNCCc1nc2ccccc2n1CCc1ccccc1 | 0.7% | -2% | -8% | 0.4% | -8% | 11% | . | 2% | 7%
CC1CC(C)CN(c2cc(N(C)CCO)c([N+](=O)[O-])c3nonc23)C1 (stereo not drawn) | 0.0% | -6% | -5% | -1.0% | 7% | 4% | -4.3% | -2% | 11%
CCOc1cccc(-c2nnc(SCC(=O)Nc3cccc(OC)c3)n2N)c1 | -0.3% | -5% | -4% | . | -8% | 3% | -5.9% | 4% | -3% | NS5 inhibitors pilot replicate=1.5
CC(C)(CO)CNC(=O)CCc1nnc(-c2ccc(-c3ccccc3)cc2)o1 | -0.1% | 12% | 2% | -0.2% | -3% | 1% | . | -4% | 9%
CCC(=O)Nc1cccc(-c2nc3ccccc3o2)c1 | -0.4% | 4% | -4% | 0.9% | 2% | 7% | -1.7% | -3% | 6%
O=C1c2ccccc2C(=O)C1c1ccc(Br)cc1 | -0.3% | -2% | 15% | 2.5% | -4% | 11% | . | 12% | 10%
O=C(NC1CCCCCC1)c1ccc(CS(=O)(=O)Cc2ccccc2F)o1 | -0.4% | 1% | -3% | 2.6% | -6% | 8% | . | 8% | 5%
CCOc1ccc(-n2nc3c(=O)[nH]nc(C)c3c2C)cc1 | 1.5% | 12% | -4% | 1.7% | 4% | 6% | 4.4% | 9% | 6%
N#CC1=C(N)NC(SCc2ccc(Cl)cc2)=C(C#N)C12CCCCC2 | -2.2% | -6% | 2% | 2.6% | 5% | 5% | -11% | -1% | 10%
CCc1noc(C)c1C(=O)N1CCCC1 | -0.5% | 3% | -2% | 0.1% | -7% | 1% | 0.1% | -1% | 7%
O=C(CSc1nnnn1C1CCCC1)N1CCOCC1 | -0.6% | -15% | -8% | 0.9% | -6% | 5% | -5.6% | 22% | 4%
Cc1onc(-c2ccccc2Cl)c1C(=O)N1C=CC(C(F)(F)Cl)=NCC1 | -0.5% | -4% | -3% | 2.5% | -2% | 5% | -6.2% | 6% | 2%

Quoted at random: four compounds from above, in no set order.
SMILES | HIV peptide binding | AID2073 | NS5 inhibitors | RSV CPE inhibition | LYP inhibition | Large T inhibition | XIAP displacement | Siah-1 displacement | MgcRacGAP inhibition | others
CCOc1ccc(NC(=O)c2cnccn2)cc1 | -2.3% | 6% | -9% | 7.1% | -8% | 6% | -9.5% | 7% | 0%
O=C1Nc2ccccc2C1(O)c1ccccc1O (stereo not drawn) | -0.9% | -6% | 0% | 0.0% | -8% | -9% | . | -6% | 18%
CCS(=O)(=O)NCCCc1ccccc1 | 0.7% | -5% | -2% | 0.6% | -11% | 14% | -5.9% | 6% | 7%
CC1CC(C)CN(c2cc(N(C)CCO)c([N+](=O)[O-])c3nonc23)C1 (stereo not drawn) | 0.0% | -6% | -5% | -1.0% | 7% | 4% | -4.3% | -2% | 11%

The results go on:
SMILES | HIV peptide binding | AID2073 | NS5 inhibitors | RSV CPE inhibition | LYP inhibition | Large T inhibition | XIAP displacement | Siah-1 displacement | MgcRacGAP inhibition | others
COc1ccc(CSc2cccc3cccnc23)cc1[N+](=O)[O-] | -2.2% | 7% | 0% | 1.5% | 1% | 11% | 7.7% | 18% | 6%
Cc1nc2c(C(=O)NCc3ccccc3)c[nH]n2c(=O)c1Cl | 2.3% | -2% | 5% | 0.5% | -2% | 8% | -1.1% | 0% | 18%
CN(C)C(CNC(C(=O)Nc1ccc([N+](=O)[O-])cc1Br)c1ccccc1)c1ccccc1 (stereo not drawn) | -1.3% | -14% | 3% | -1.1% | -5% | 8% | -4.3% | 5% | 18%
CCc1ccc(S(=O)(=O)/N=C2\C=C(Nc3ccc(C(=O)O)cc3)C(=O)c3ccccc32)cc1 | 32% | 5% | 26% | -2.3% | -3% | 14% | . | -1% | 9%
COc1cc(NC(=O)CCc2ccccc2)c(C(=O)O)cc1OC | -0.3% | 2% | 13% | -0.2% | 1% | 12% | 2.2% | 6% | 12%
S=C(NC1CCCCC1)N1CCN(c2ccccn2)CC1 | -1.6% | -31% | 8% | 2.3% | -7% | 3% | -6.0% | 10% | 8%
CSCC[C@H](NC(=O)COc1ccc(Cl)cc1)c1nc2ccccc2[nH]1 | -0.3% | 2% | 4% | 4.6% | -8% | 9% | -5.4% | 3% | -6%
Cc1ccc(C(=O)NCC(C)(C)O)cc1 | 0.1% | 22% | -3% | 1.4% | -3% | -5% | 5.9% | -6% | 5%
Cc1cc(C(=O)C(=O)O)c(C)n1-c1ccc(Cl)c(Cl)c1 | 0.7% | 8% | -2% | 3.3% | -8% | 14% | -16% | 11% | -1%
COc1cc(OC)cc(C(=O)N2CCN(C(=O)c3ccc(-c4ccccc4)cc3)CC2)c1 | -0.7% | 13% | . | 6.2% | 2% | 16% | -5.4% | 4% | 6%
N#Cc1c(NCCCO)nc(-c2ccco2)c2c1CCCC2 | 1.1% | 14% | 20% | 12% | -3% | 12% | -3.7% | 2% | 8%
COc1ccccc1-c1csc(-n2ncc(C#N)c2N)n1 | 18% | 10% | -2% | 4.4% | -2% | -5% | . | 15% | 8%
CC1CCN(c2nnc(-c3cccs3)c3ccccc23)CC1 | 2.5% | -2% | 3% | 8.4% | 2% | 26% | -11% | -2% | 6%
O=C(CSc1nnc(-c2ccncc2)n1Cc1ccco1)N1c2ccccc2Sc2ccc(Cl)cc21 | 18% | 15% | 3% | 4.1% | -2% | 5% | 4.6% | 9% | 12%
Cc1ccc(S(=O)(=O)N2CCOCC2)cc1NC(=O)CNCc1cccnc1 | -2.1% | 8% | -9% | -1.3% | -7% | 8% | . | 4% | 108µM*
CC(=O)N/C(=C\c1ccccc1)C(=O)OCC(=O)c1ccc(F)cc1 | . | . | -1% | 0.0% | . | 11% | . | . | 1%
CCOC(=O)c1sc2nc(SC)nc(-c3ccccc3)c2c1N | 3.6% | 9% | -2% | 1.6% | -7% | -1% | -4.4% | 4% | 3%
Cc1ccc(OCCCC(=O)Nc2ccc(Br)cc2)cc1 | -0.6% | 0% | 4% | 2.1% | -1% | 7% | -8.8% | 4% | 8%
COC(=O)c1c(NC(C)=O)sc(C(=O)Nc2ccccc2)c1C | 0.9% | 9% | -4% | -3.1% | 0% | 13% | -5.7% | 2% | 5%
